# Screening results from PubChem.
# Ecoli viability: bacterial growth inhibition, counter-screen for AddAB inhibitors; E. coli V3065 growth, OD600 absorbance, 18 h; inhibition, % at 11.9 µM; actives 0.27% (n = 330,000);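 active = inhibition above the campaign's mean inhibition across all tested compounds plus 3 SD, cut at about 9.9% in these data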;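 note: uninfected addAB+ strain grown without phage in ampicillin broth; 0% = DMSO wells and 100% = ciprofloxacin 0.95 µg/ml wells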
# Tat transport: blocks Tat-dependent protein export in E. coli. inhibition, % at 10 µM. E. coli MC4100 TorA-mCherry Tat export, fluorescence. actives 0.036% (n = 340,000);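 active = mean replicate inhibition at least 50% and at least half of replicates individually reaching 50%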;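 note: exported cargo escapes ClpAP degradation while cytoplasmic cargo is degraded and loses fluorescence; 0% = median of neutral control wells and 100% = median of NaSCN control wells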
# OPRM1-OPRD1 inv: mu-delta opioid heterodimer inverse agonism | cell-based MOR-DOR heterodimer luminescence | inhibition, % at 9.3 µM | actives 0.21% (n = 340,000) | P35372+P41143; in the data active = inhibition above about 22%, passing the limit was not always enough;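 note: 0% = cells with DMSO and 100% = wells without cells with DMSO; values of inactives mirror those of a sister screen read the other way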
# Target sequence (P35372 whole entry, looked up): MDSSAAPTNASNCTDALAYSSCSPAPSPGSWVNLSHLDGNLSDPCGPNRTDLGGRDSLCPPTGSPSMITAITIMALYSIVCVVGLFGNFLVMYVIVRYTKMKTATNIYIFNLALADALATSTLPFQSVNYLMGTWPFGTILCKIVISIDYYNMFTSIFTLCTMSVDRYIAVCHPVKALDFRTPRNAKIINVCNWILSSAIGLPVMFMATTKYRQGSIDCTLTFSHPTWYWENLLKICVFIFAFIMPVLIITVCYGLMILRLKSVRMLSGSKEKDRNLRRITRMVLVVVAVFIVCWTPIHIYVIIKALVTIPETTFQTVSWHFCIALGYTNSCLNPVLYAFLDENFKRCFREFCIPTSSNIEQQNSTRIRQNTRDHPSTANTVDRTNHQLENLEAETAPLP
# Target sequence (P41143 whole entry, looked up): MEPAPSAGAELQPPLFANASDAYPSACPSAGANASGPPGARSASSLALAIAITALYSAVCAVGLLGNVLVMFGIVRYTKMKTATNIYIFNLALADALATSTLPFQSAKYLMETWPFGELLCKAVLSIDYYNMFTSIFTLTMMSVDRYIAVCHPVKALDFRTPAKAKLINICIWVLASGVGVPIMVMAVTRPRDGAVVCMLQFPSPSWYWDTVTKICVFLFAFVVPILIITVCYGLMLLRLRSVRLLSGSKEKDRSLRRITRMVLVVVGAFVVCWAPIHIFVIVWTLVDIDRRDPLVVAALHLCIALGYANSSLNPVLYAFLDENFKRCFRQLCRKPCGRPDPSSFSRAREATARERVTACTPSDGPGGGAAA
# Mot1-301 SUMO: SUMOylation pathway inhibition by Mot1-301 growth rescue | S. cerevisiae Mot1-301 growth rescue, ATP luminescence, 38.5C; percent above DMSO median, 100 means doubled | growth rescue, % at 18.8 µM | actives 1% (n = 320,000);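 active = every valid replicate shows activation above 250% relative to neutral control wells; inactive = the rest, any valid replicate at or below 250%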;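 note: OY570 slx delta 5 strain wells were the positive control but not used for scaling; some compounds called inactive have numbers as strong as hits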
# PKA-R1A act: activates the PKA-R1A holoenzyme complex; P00514+P68181; PKA-R1A dissociation, Cy5-IP20 fluorescence polarization; scaled: DMSO 0%, 113 µM cGMP 100%; activation, % at 11.4 µM; actives 0.083% (n = 340,000); AID 504707;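 active = percent activation above the mean of all tested compounds plus 3 SD, cut at about 19% in these data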;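 note: higher means more PKAc released from R1A so a rise in polarization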
# Arrestin-AP2 inh: blocks beta-arrestin peptide binding to AP2 adaptin; FITC-arrestin peptide / GST-AP2 beads, flow cytometry; AP2 beta2 appendage carries R879A mutation; inhibition, % at 10 µM; actives 0.31% (n = 340,000); AID 504490;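 active = inhibition above a set limit, near 3 SD of compounds lacking own fluorescence, cut at about 54% in these data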;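 note: plate controls were DMSO wells for no effect and 5 µM unlabelled arrestin peptide for full effect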
#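 System: GST-AP2 R879A glutathione beads. Medium: PBS with 0.05% Tween 20 and 0.1% BSA. Also added: FITC-arrestin peptide, 50 nM. Incubation: 12 min plus 1 h, RT. Measured by: high-throughput flow cytometry of beads, ex 488, em 535 nm. Evaluation: percent drop in bead-associated FITC signal.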
# OPRM1-OPRD1 ag: OPRM1-OPRD1 heterodimerization agonism; cells, luminescence; activation, % at 9.3 µM; P35372+P41143; actives 0.3% (n = 340,000); in the data active = activation above about 18%;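 note: 0% = vehicle-treated cells and 100% = reference agonist; values of inactives mirror those of a sister screen read the other way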
# PfHsp90 set2: inhibits growth of yeast expressing Plasmodium falciparum Hsp90. S. cerevisiae expressing PfHsp90, BacTiter-Glo ATP, 48 h; yeast lacking PDR1 and PDR3 efflux regulators. inhibition, % at 9.4 µM. actives 0.32% (n = 310,000);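 active = every replicate shows inhibition above about 80%, whatever the replicate mean, limit read from the data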;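 note: 0% = DMSO neutral controls and 100% = 20 µM radicicol positive controls; yeast relying on Plasmodium falciparum Hsp90 in place of its own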
# phage Ecoli inh: E. coli growth loss with phage present. growth absorbance. inhibition, % at 11.9 µM. actives 0.26% (n = 360,000); in the data active = inhibition above about 11%
# AddAB inh: less growth of phage-infected E. coli with AddAB. E. coli expressing H. pylori AddAB, absorbance growth. inhibition, % at 11.9 µM. actives 0.29% (n = 330,000); in the data active = inhibition above about 12%;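 note: 0% = vehicle wells of infected cells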
# DSG3 Ab inh: blocks pemphigus antibody binding to human desmoglein-3; DSG3-coupled beads, scFv-anti-DSG3-GFP binding, flow cytometry; hits give low values; binding (percent of control), % at 10 µM; actives 0.48% (n = 310,000); AID 588358;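 active = binding more than 3 SD below its plate's average and above zero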;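 note: hits lower antibody fragment binding to DSG3; some compounds called inactive have numbers as strong as hits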
# An asterisk follows results filed as active; · = not tested or not shown.
SMILES,Ecoli viability,Tat transport,OPRM1-OPRD1 inv,Mot1-301 SUMO,PKA-R1A act,Arrestin-AP2 inh,OPRM1-OPRD1 ag,PfHsp90 set2,phage Ecoli inh,AddAB inh,DSG3 Ab inh
Cc1cccc(C)c1N(CC(=O)Nc1cccc(N(C)S(C)(=O)=O)c1)S(C)(=O)=O,-1.8,-4,4,-11,3,12,-0.7,11,-0.2,-0.4,103
COc1ccc(NS(=O)(=O)c2cc(NC(=O)/C=C/c3cccs3)ccc2N2CCOCC2)cc1,-1.0,-5,11,2,-4,0,-2.1,-2,0.6,1.7,94
CCc1ccccc1NC(=S)N(Cc1ccco1)C(C)c1cccs1 (stereo unspecified),-0.2,11,3,4,-5,16,-0.6,-3,0.5,1.2,99
CCS(=O)(=O)NCCc1csc(-c2ccc(OC)c(OC)c2)n1,1.7,-4,-5,-2,5,7,1.0,-23,-0.6,-0.2,107
CC(=O)Nc1ccc(C(=O)N/N=C/c2ccncc2)cc1,1.8,-12,4,8,-3,39,-0.6,-4,4.8,1.4,107
O=C(Cn1cnc2ccccc2c1=O)N1CCN(S(=O)(=O)c2ccc(F)cc2)CC1,-0.5,-4,6,-5,-11,42,-1.1,-15,4.7,0.1,98
Cc1ccc2c(c1)C1CN(C)CCC1N2C(=O)c1cccc(S(=O)(=O)N2CC(C)CC(C)C2)c1 (stereo unspecified),-2.1,-12,·,-16,-9,8,·,17,3.0,-0.6,117
N#C/C(=C\c1ccc(-c2cccc(C(F)(F)F)c2)o1)C(=O)Nn1cnnc1,0.0,0,11,6,0,24,-2.0,-8,1.2,1.5,97
COCCCC1CCN(C(=O)CCc2nnc(CCCCc3ccccc3)o2)CC1,0.2,4,5,78,-14,22,-0.9,-4,1.1,-0.4,101
COc1ccc(NC(=O)c2cnc(SCC(=O)NCCc3ccccc3)n(C)c2=O)cc1,1.6,-3,16,9,2,-8,-2.5,10,-0.5,1.6,97
COc1ccccc1N(CC(=O)NCc1ccc(F)cc1)C(=O)CCC(=O)Nc1nccs1,1.6,10,-40,508,10,4,4.9,4,-0.1,5.5,113
CN(CC(=O)NC1CCN(Cc2ccccc2)CC1)S(=O)(=O)c1ccc(Br)s1,-1.1,-4,-16,100,-8,5,2.5,3,3.7,3.6,100
Cc1ccc(NC(=O)C2CCCN(S(=O)(=O)c3c(C)noc3C)C2)nc1 (stereo unspecified),2.6,-5,10,-18,-7,-3,-1.6,5,0.0,0.8,82
O=C(O)/C=C/c1ccc([N+](=O)[O-])o1,73*,14,1,-3,-11,10,-0.3,10,18*,46*,102
COc1ccc(CNS(=O)(=O)CCNC(=O)c2ccc3c(c2)OCO3)cc1,1.1,-5,6,-9,-7,0,-0.9,10,0.2,-0.5,96
COC(=O)CC/C(O)=C1\C(=O)CC(C)(C)CC1=NCc1nc2ccccc2[nH]1,-1.1,-1,8,0,-6,-2,-1.8,-18,-0.2,0.0,95
Cc1ccc(S(=O)(=O)NC(=O)COc2ccccc2C(N)=O)cc1,2.4,3,6,-13,-9,3,-1.1,1,3.5,2.0,97
Cc1cccc2cc(/C=N/NC(=O)[C@H]3C[C@@H]3c3ccccc3)c(Cl)nc12,0.9,0,2,-5,-7,-13,-0.5,15,2.0,2.3,99
COCCCNC(=O)c1ccc2nc(Cc3ccc(OC)cc3)oc2c1,-0.6,-2,4,-13,1,5,-0.8,2,3.3,-1.2,97
O=C(O)CCSc1nnc(SCC(=O)NC2CCS(=O)(=O)C2)s1 (stereo unspecified),0.7,-10,2,-14,8,37,-0.3,13,2.2,-1.1,89
C=CCOc1ccc(CN(C)CC(O)COc2ccc(CCC(C)=O)cc2)cc1 (stereo unspecified),1.1,4,-12,-6,1,-2,1.4,0,0.1,2.1,123
CCCCOc1ccc(C(=O)NCC(=O)NCC2CCCO2)cc1 (stereo unspecified),1.3,3,12,-8,-5,8,-2.3,5,2.4,-0.6,105
COc1cccc(S(=O)(=O)N2CCOCC2)c1,-0.3,8,-13,-24,-5,-5,2.3,·,1.7,0.6,102
NS(=O)(=O)c1ccc(C(=O)Nc2ccc(-c3nc4cccnc4s3)cc2)cc1,-1.5,-1,5,11,-8,5,-1.0,-1,2.6,1.9,86
Cc1sc2ncnc(SCC(=O)NNC(=O)COc3cccc4ccccc34)c2c1C,1.5,0,3,4,-10,4,-0.5,-30,1.6,0.8,87

# Already shown: eight of the compounds above.
SMILES,Ecoli viability,Tat transport,OPRM1-OPRD1 inv,Mot1-301 SUMO,PKA-R1A act,Arrestin-AP2 inh,OPRM1-OPRD1 ag,PfHsp90 set2,phage Ecoli inh,AddAB inh,DSG3 Ab inh
Cc1cccc(C)c1N(CC(=O)Nc1cccc(N(C)S(C)(=O)=O)c1)S(C)(=O)=O,-1.8,-4,4,-11,3,12,-0.7,11,-0.2,-0.4,103
COc1ccc(NS(=O)(=O)c2cc(NC(=O)/C=C/c3cccs3)ccc2N2CCOCC2)cc1,-1.0,-5,11,2,-4,0,-2.1,-2,0.6,1.7,94
CCc1ccccc1NC(=S)N(Cc1ccco1)C(C)c1cccs1 (stereo unspecified),-0.2,11,3,4,-5,16,-0.6,-3,0.5,1.2,99
CCS(=O)(=O)NCCc1csc(-c2ccc(OC)c(OC)c2)n1,1.7,-4,-5,-2,5,7,1.0,-23,-0.6,-0.2,107
CC(=O)Nc1ccc(C(=O)N/N=C/c2ccncc2)cc1,1.8,-12,4,8,-3,39,-0.6,-4,4.8,1.4,107
O=C(Cn1cnc2ccccc2c1=O)N1CCN(S(=O)(=O)c2ccc(F)cc2)CC1,-0.5,-4,6,-5,-11,42,-1.1,-15,4.7,0.1,98
Cc1ccc2c(c1)C1CN(C)CCC1N2C(=O)c1cccc(S(=O)(=O)N2CC(C)CC(C)C2)c1 (stereo unspecified),-2.1,-12,·,-16,-9,8,·,17,3.0,-0.6,117
N#C/C(=C\c1ccc(-c2cccc(C(F)(F)F)c2)o1)C(=O)Nn1cnnc1,0.0,0,11,6,0,24,-2.0,-8,1.2,1.5,97

# The list goes on:
SMILES,Ecoli viability,Tat transport,OPRM1-OPRD1 inv,Mot1-301 SUMO,PKA-R1A act,Arrestin-AP2 inh,OPRM1-OPRD1 ag,PfHsp90 set2,phage Ecoli inh,AddAB inh,DSG3 Ab inh
NC(=O)c1ccc(NC(=O)CCN=C2NS(=O)(=O)c3ccccc32)cc1,-0.3,-4,9,5,3,23,-1.7,17,3.3,2.7,100
CC(C)C(=O)Nc1nnc(SCC(=O)NCc2cccs2)s1,0.9,2,11,5,-7,11,-2.1,-25,0.5,3.0,106
CCOc1ccccc1N1CCN(C(=O)c2cn(CC3CCCCC3)nn2)CC1,·,0,-20,-8,-4,38,2.9,-37,2.2,·,104
O=C(c1ccc(F)cc1)C1CCN(C(=O)NCc2ccccc2)CC1,-0.2,2,-3,-4,-4,34,0.5,·,4.0,1.2,124
O=C(CSc1ccc(Cl)cc1)N1CCN(c2c(Cl)cccc2[N+](=O)[O-])CC1,1.6,4,8,-2,-2,8,-1.3,-11,2.5,3.0,99
COc1ccc(C(=O)N/C(=C\c2ccccc2)C(=O)Nc2ccc(C(=O)O)cc2)cc1,·,-3,11,1,-11,-18,-2.5,-12,-0.8,·,89
O=[N+]([O-])c1cccc(S(=O)(=O)N2CCCCCC2)c1,2.2,-3,-3,-8,1,-15,0.6,-19,5.5,2.2,99
CCn1cc(CNC(=O)C2CCC(=O)N(Cc3ccccc3F)C2)cn1 (stereo unspecified),1.1,-6,3,-1,3,-8,-0.5,1,0.6,0.4,·
Cc1ccc(-c2csc3ncn(CC#N)c(=O)c23)cc1C,1.9,0,4,-5,-4,10,-0.7,-8,0.3,6.2,120
Cn1cc(CC(=O)N2CCN(c3ccccc3F)CC2)c2ccccc21,-0.9,-9,8,-24,-7,-1,-1.3,-16,84*,1.6,102
Cc1c(C(=O)NCc2ccco2)oc2ccccc12,-4.7,-4,0,5,3,12,-0.1,-1,2.4,0.9,105
CN(C)c1ccc(C2CC(=O)OC3=C2C(=O)CC(C)(C)C3)cc1 (stereo unspecified),-1.1,1,19,-1,-1,13,-4.1,10,3.3,-0.2,112
CCc1ccc(OCCCCN(C)Cc2ccccc2)cc1,1.2,1,4,60,-3,9,-0.8,-7,0.0,1.2,118
CCOC(=O)c1cc(NC(=O)c2cccnc2)cc(C(=O)OCC)c1,-1.5,-6,17,-37,-4,-4,-3.2,-19,0.5,2.0,98
O=C(C1=C(O)C(=O)N(c2nc3ccc(Cl)cc3s2)C1c1ccco1)c1ccco1 (stereo unspecified),-1.2,7,13,70,-14,3,-3.1,5,-1.7,1.1,·
O=S(=O)(c1cccc(S(=O)(=O)N2CCOCC2)c1)N1CCCCCC1,-0.8,3,9,-7,1,-7,-1.9,10,1.9,0.7,107
CSc1nc2ccccc2s1,-2.3,6,-11,2,-9,-2,1.9,-7,5.2,2.0,103
O=C(NCCc1ccccc1)c1cccc(S(=O)(=O)NCc2ccccc2)c1,3.0,-1,16,37,1,6,-3.1,-16,2.9,1.0,105
CN(C(=O)c1cc(-c2ccccc2)on1)C1CCCCC1,0.8,-2,-18,36,-6,24,2.2,-18,0.3,-1.0,105
O=C(CN(c1ccccc1F)S(=O)(=O)c1ccccc1)N1CCCCCC1,-1.0,-7,8,-19,-8,14,-1.3,-10,-0.6,-0.7,102
CCOC(=O)C(=CNc1cc(C)ccc1C)C(=O)OCC,1.2,8,-32,139,9,30,6.4,8,1.9,-0.3,103
COc1ccc(C(=O)NCC(C)CN(C)C)cc1 (stereo unspecified),0.1,-5,7,4,-4,-3,-1.6,12,3.3,2.7,·
CCn1c(C)nc2cc(S(=O)(=O)N3CCCC3)ccc21,-0.6,0,-13,3,-7,4,2.4,-2,-0.6,0.1,97
CCN(C(=O)COC(=O)c1c(C)c(-c2ccccc2)nc2ccccc12)C1CCS(=O)(=O)C1 (stereo unspecified),0.0,-3,7,7,-12,-14,-1.3,5,0.4,-1.2,92
Cc1c(NC(=S)NC(NC(=O)C(C)C)C(Cl)(Cl)Cl)c(=O)n(-c2ccccc2)n1C (stereo unspecified),-2.1,3,10,·,-3,12,-1.7,12,2.8,1.2,91
COc1cccc(-n2c(O)c(C=NCc3ccccn3)c3ccccc3c2=O)c1,1.9,2,6,-7,1,4,-1.3,-6,1.5,-0.5,·
CCc1ccc2nc(/N=C(\N)NC(=O)c3ccccc3)nc(C)c2c1,-1.3,-10,1,56,-10,-7,-0.2,-2,-0.7,-1.5,97
CC(=O)c1cccc(NC(=O)CN2C=NS(=O)(=O)c3ccc(C)cc32)c1,1.4,5,15,-19,5,-5,-2.9,9,5.3,4.1,104
